Assay outcomes (PubChem BioAssay)
MLL CXXC-DNA inh: inhibitors of human MLL CXXC domain-DNA interaction; 290,000 tested, 0.037% active; AID 2662; Q03164; MLL-CXXC / FITC-HOXA9 DNA fluorescence polarization; Potency, µM (highest dose often 115 µM), inactives show at the highest dose activity change, negative = inhibition, usual class: inhibitors; active means well fitted inhibition curve with a large enough effect in the polarisation, with a control signal flat, not every such curve was filed as active; inconclusive means small, poorly fitted or top-dose-only effect, or effect the other way, or a change in a side signal; inactive means no such curve, though single readings can be large or run the other way; the % refers to the polarisation; further: potency means the concentration at half of the fitted maximal effect
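Purified MLL-CXXC (added from a 7 uM solution) was preincubated 5 min at ambient with pinned compounds in 50 mM Tris-HCl pH 7.5, 50 mM NaCl, 1 mM DTT, 0.05% BSA. Fluorescein-labeled HOX-A9 DNA (50 nM solution) followed, 30 min, then polarization read.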
A-T KAP1 phos: candidate therapy for ataxia-telangiectasia. Potency, µM (top dose mostly 57.5 µM), for the others: top-dose activation, hits mostly activators. AID 485349. […] A-T fibroblasts, KAP-1 phosphorylation AlphaLISA; neocarzinostatin DNA damage 30 min before lysis. 320,000 tested, 0.19% active; further: potency means the concentration at half of the fitted maximal effect; % of control where 0% means no effect; nearly all actives have a fitted effect of over 45% in size
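hTERT-immortalized A-T patient fibroblasts ([…]), 500 cells/well in OPTI-MEM, 1% FBS, got compounds for 60 min, then NCS for 30 min at 37C. Lysates were then assayed for phospho-KAP-1 by AlphaLISA (anti-pKAP1 donor, anti-KAP1 acceptor beads), 6 hr at 25C.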
TCR activator: activators of T cell receptors. Potency, µM (top dose mostly 9.22 µM), without a hit: at the top dose activation of IL-2 secretion, most hits filed as activators. AID 504894. primary human leukocytes, anti-CD3, IL-2 HTRF, 48 h. 330,000 tested, under 10 active; further: % of control where 0% means no effect
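Activity was scored as IL-2 release from primary human leukocytes given only a TCR signal (a-CD3 beads) plus compound for 48 hr. Detection used a two-antibody HTRF format read at 665nm.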
Tb PFK inh: blocks T. brucei phosphofructokinase; T. brucei PFK, ADP-Glo luminescence; Potency, µM (doses to about 57.5 µM), without a hit: top-dose activity, negative = inhibition, hits mostly inhibitors; 330,000 tested, 0.17% active; AID 485367;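 further: potency means the concentration at half of the fitted maximal effect; 0% = uninhibited 1x PFK enzyme wells and -100% = no-enzyme wells; nearly all actives have a fitted effect of over 60% in size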
Target sequence (O15648 whole entry, looked up): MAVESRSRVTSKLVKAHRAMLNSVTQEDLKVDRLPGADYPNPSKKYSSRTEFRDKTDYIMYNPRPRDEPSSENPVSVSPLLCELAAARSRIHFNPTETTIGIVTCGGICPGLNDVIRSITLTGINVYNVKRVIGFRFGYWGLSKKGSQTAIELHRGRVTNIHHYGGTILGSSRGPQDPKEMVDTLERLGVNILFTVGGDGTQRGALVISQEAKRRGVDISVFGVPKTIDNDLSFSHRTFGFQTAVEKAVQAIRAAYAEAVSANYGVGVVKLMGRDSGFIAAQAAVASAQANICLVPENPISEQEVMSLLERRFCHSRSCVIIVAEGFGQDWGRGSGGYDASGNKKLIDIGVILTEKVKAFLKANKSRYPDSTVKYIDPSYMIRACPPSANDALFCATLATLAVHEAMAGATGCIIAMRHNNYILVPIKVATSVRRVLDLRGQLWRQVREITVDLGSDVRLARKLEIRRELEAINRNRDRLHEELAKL
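PFK 1.25 nM, F6P 0.5 mM, ATP 0.1 mM, 0.1 M TEA pH 8.0, 5 mM MgCl2, 0.01% Tween20, 0.1% BSA; 45 min RT. ADP-Glo readout. qHTS titration up to 57 uM; curves fitted, compounds curve-classed.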
KCNH2 WT inh: inhibitors of human wildtype KCNH2 potassium channel; U2OS, BacMam KCNH2, thallium flux FluxOr; hits give low values; activity change, % at 1.84 µM; 340,000 tested, 0.37% active; AID 720551;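 active means maximum activity change below -70%; inconclusive means maximum activity change between -70% and -50%; inactive means maximum activity change above -50%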; further: on the % scale 0 is the no-effect control and ±100 the full control effect
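U2OS cells were transduced with wild-type KCNH2 virus (2.03 x 10^8 / mL) for 4 h at room temperature, then cultured overnight at 37 C. Thallium flux was read with FluxOr dye. Rate constants were normalized to DMSO controls.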
Coupling enz: coupling enzyme interference in Giardia aldolase counter-screen | coupling enzyme system counterscreen, AmpLite Red fluorescence | activity change, negative = inhibition, % at 58.2 µM, hits read low | 290,000 tested, 0.67% active | AID 2472; in the data active means activity change below about -30%; further: on the % scale 0 is the no-effect control and ±100 the full control effect
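Counterscreen lacking aldolase: glyceraldehyde-3-phosphate coupling-enzyme reagent preincubated 10 min at RT with compound (at 57.5 uM final), then substrate/coupling system with AmpLite Red added; fluorescence read at 525/598 nm after 20 min RT.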
TSHR antag: antagonists of human thyroid stimulating hormone receptor | P16473 | TSHR-expressing cells, TSH-stimulated cAMP HTRF, 2 h; hits give low values | 330,000 tested, 0.2% active | activity change, negative = inhibition, % at 11.5 µM | AID 504810;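 active means activity change below a set negative limit, meaning inhibition stronger than a set level, cut at about -70% in these data; inconclusive means activity change between two set negative limits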; further: on the % scale 0 is the no-effect control and ±100 the full control effect
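Inhibition of cAMP made by TSHR-expressing cells under TSH stimulation (4nM final, EC80; 2 h, 37 deg C) is quantified with a one-step lysis HTRF kit, anti-cAMP cryptate versus cAMP-d2.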
GALK inh: blocks human galactokinase activity | P51570 | Potency, µM (series often up to 57.5 µM), for inactives: top-dose activity change, negative = inhibition, actives largely listed as inhibitors | 270,000 tested, 0.007% active | Purified GALK, Kinase-Glo residual ATP luminescence; further: potency means the concentration at half of the fitted maximal effect; on the % scale 0 is the no-effect control and ±100 the full control effect
Target sequence (P51570 whole entry, looked up): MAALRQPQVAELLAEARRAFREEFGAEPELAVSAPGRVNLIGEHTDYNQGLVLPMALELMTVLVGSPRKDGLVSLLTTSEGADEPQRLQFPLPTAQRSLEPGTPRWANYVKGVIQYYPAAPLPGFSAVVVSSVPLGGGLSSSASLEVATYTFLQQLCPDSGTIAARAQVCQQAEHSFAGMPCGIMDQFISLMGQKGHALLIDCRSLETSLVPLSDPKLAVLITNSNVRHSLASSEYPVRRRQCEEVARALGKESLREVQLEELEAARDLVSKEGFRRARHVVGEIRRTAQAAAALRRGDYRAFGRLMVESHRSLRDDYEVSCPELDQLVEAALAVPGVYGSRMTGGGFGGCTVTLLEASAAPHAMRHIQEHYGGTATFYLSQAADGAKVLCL
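Kinase-Glo Plus luminescence measured ATP left after a 1 h room-temperature reaction. The reaction used 5 nM GALK, 100 uM galactose and 35 uM ATP at pH 8.0 (20 mM HEPES, 5 mM MgCl2, 60 mM NaCl, 1 mM DTT, 0.01% BSA).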
Giardia killer: Giardia lamblia killing. activity change, % at 7.66 µM, hits read low. AID 540267. Giardia lamblia trophozoite viability. 340,000 tested, 0.15% active; in the data active means activity change below about -80%; inconclusive means between about -30% and that limit;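 further: parasites exposed to compound for two days anaerobically before the ATP read; on the % scale 0 is the no-effect control and ±100 the full control effect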
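Trophozoite viability was measured as ATP-dependent luminescence, read 15-30 min after reagent addition. Before that, parasites at 100 cells/well were exposed to compounds for 48 h, anaerobically, at 37 deg C.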
Chronic BCR inh: chronic active BCR signaling inhibition | Potency, µM (top dose mostly 46.1 µM), without a hit: top-dose ratio change, negative = lower green/red ratio, usual class: inhibitors | AID 493014 | 340,000 tested, 0.05% active | ABC-DLBCL IkBa-CBG/CBR reporter, luminescence ratio, 4 h; active means well fitted inhibition curve with a large enough effect in the signal ratio, with a control signal flat, not every such curve was filed as active; inconclusive means small, poorly fitted or top-dose-only effect, or effect the other way, or a change in a side signal; the % refers to the signal ratio;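 further: potency means the concentration at half of the fitted maximal effect; plate controls were basal doxycycline-induced cells for no effect and cells given 10 µM MG132 for full effect; MG132 reads +100%, hits lower the ratio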
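Doxycycline induced both beetle luciferases in TMD8 lymphoma cells; IKK-driven degradation limits the IkappaBalpha-fused green signal, while red luminescence normalises for cell number and nonspecific effects. Compounds tested up to 46 uM, 4 hrs.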
Active calls of the source: *; ? = inconclusive; . = no result given; [ ] = another dose, or the depositor's remark. Unless noted, the call rests on the fitted dose curve; in most records, active means well fitted curve in the direction sought with a large enough effect; inconclusive means small, poorly fitted or top-dose-only effect, or another doubt; inactive means no such curve, though single readings can be large; an effect the other way counts as inactive or inconclusive.

SMILES	MLL CXXC-DNA inh	A-T KAP1 phos	TCR activator	Tb PFK inh	KCNH2 WT inh	Coupling enz	TSHR antag	GALK inh	Giardia killer	Chronic BCR inh
CCn1c(SCC(=O)OC)nnc1-c1ccccc1	9.3%	2.5%	-1.2%	0.0%	-9.2	-0.1	-5.0	4.9%	-6.2	-0.7%
O=C(COC(=O)c1ccccc1C(=O)OCC(=O)NCCc1c[nH]c2ccccc12)NCCc1c[nH]c2ccccc12	.	3.3%	-8.8%	-6.2%	7.2	.	-14.1	.	-3.4	?
O=C(C1CCCN(S(=O)(=O)c2cccc3nonc23)C1)N1CCN(c2cccc(Cl)c2)CC1 (configuration not stated)	-6.7%	0.7%	.	2.6%	-6.9	-2.6	2.0	-0.2%	0.5	8.4%
Cc1ccccc1N1CCN(CC(=O)Nc2ccccc2C(=O)NC2CC2)CC1	.	2.3%	3.9%	-1.9%	5.8	.	20.9	.	-10.5	-10.6%
O=C(Nc1nc(-c2ccco2)c(-c2ccco2)s1)C1CC(=O)N(c2ccc3c(c2)OCCO3)C1 (configuration not stated)	-7.1%	-19.5%	6.3%	?	-9.2	-9.8	8.2	-0.3%	-5.8	?
Cc1noc(C)c1COc1ccc(C(=O)OCC(=O)N2CC3(C)CC2CC(C)(C)C3)cc1 (configuration not stated)	0.7%	2.8%	-1.5%	2.0%	13.8	0.3	-21.6	-4.9%	22.9	-2.5%
CCOC(=O)c1oc2c(CN3CCN(CCO)CC3)c(O)c(CC)cc2c(=O)c1-c1nc2ccccc2s1	-3.1%	-10.1%	1.1%	-4.8%	-11.3	-0.5	-12.3	5.3%	-7.7	-10.3%
CCc1ccccc1NC(=O)CSc1nnc(CNC(=O)c2ccco2)n1C	-13.0%	2.6%	-4.9%	0.0%	-15.4	1.8	-5.8	1.6%	-2.8	3.7%
O=C(Nc1ccccc1-c1nnn(CC(=O)N2CCc3ccccc3C2)n1)C1CCC1	-1.9%	.	3.6%	.	-10.4	3.6	.	0.6%	-0.9	.
COc1cc(CN2CCN(c3ccccc3F)CC2)c([N+](=O)[O-])cc1OC	15.4%	-5.5%	12.5%[46.1 µM]	0.4%	-2.3	-15.3	5.0	1.8%	26.3	0.5%
O=C(CSc1nc(C2CC2)nc2sc3c(c12)CCCC3)NCc1ccco1	6.5%	-2.5%	1.3%	24.6%	-7.6	-0.5	.	0.2%	2.8	-3.5%
Cc1cnc(C(=O)OCc2nc3ccsc3c(=O)[nH]2)cn1	.	2.8%	-3.2%	0.0%	1.7	.	3.6	.	-17.9	2.7%
Cc1ccc(NC2=NCC(=O)N2C2CCCC2)cc1	-3.7%	-2.2%	.	-0.4%	-11.1	0.7	-4.1	0.8%	3.9	?
CCOC(=O)C1CCCN(c2c(NCCCN3CCCC(C)C3)c(=O)c2=O)C1 (configuration not stated)	11.8%	1.5%	8.4%	0.1%	-3.4	2.0	-0.5	2.3%	11.7	?
Cc1[nH]nc2c1C(c1cccs1)C1=C(CCCC1=O)N2 (configuration not stated)	6.3%	0.2%	-8.0%	0.7%	2.5	-0.5	-8.9	-3.1%	1.5	6.6%
O=C(Oc1ccc2c(c1)C(=O)c1ccccc1CO2)c1ccccc1	53.7%[activator]	5.1%	-0.7%	2.1%	-2.4	0.6	4.7	-2.5%	-10.8	?
Cc1ccc2oc(=O)c3cnn(CC(=O)NCCN(C)C)c3c2c1	5.8%	4.6%	-5.0%[46.1 µM]	-3.7%	-5.0	0.2	3.7	1.2%	2.0	-0.9%
CN(Cc1c(F)cccc1Cl)C(=O)c1ccc2ccccc2n1	-2.4%	-1.2%	-1.1%	-2.6%	-3.7	-1.6	-9.6	-0.4%	8.2	2.5%
O=C(Nc1nc(-c2ccc(-c3ccccc3)cc2)cs1)c1cc([N+](=O)[O-])ccc1N1CCOCC1	-6.1%	0.5%	0.3%	-0.2%	1.7	4.3	2.6	9.9%	-14.7	15.8%
COc1ccc(-c2nc3c(c(=O)c4ccccc4n3C)c(=O)n2Cc2ccccc2)cc1	-2.1%	2.3%	-5.1%[46.1 µM]	-5.1%	-1.7	-12.8	26.3	.	4.0	6.3%
O=C(CCCn1c(=S)[nH]c2ccc(Br)cc2c1=O)N1CCN(c2ccccn2)CC1	6.7%	-3.6%	-7.7%	3.7%	52.2	1.9	-1.2	-0.7%	9.3	?
O=C(CSc1nnc(COc2ccccc2)n1Cc1ccco1)NCc1ccco1	-10.5%	7.1%	2.8%	-21.1%	-0.6	2.8	12.3	5.2%	13.5	3.9%
Cc1nnsc1C(=O)Nc1ccccc1Cl	5.2%	-1.0%	1.0%	0.8%	-16.5	-3.0	-0.3	-0.7%	-2.8	-10.9%
Clc1ccc2nc(CSc3nncn3-c3ccccc3)cn2c1	0.4%	8.9%	-3.9%	-0.5%	11.1	-0.7	1.6	-0.2%	7.3	-0.9%
CCOc1ccc(NC(=O)CSc2nnc(-c3cc(C)[nH]n3)n2N)cc1	12.2%	-9.3%	-3.9%	-9.7%	-13.2	.	-8.4	6.6%	-7.6	?
Cc1ccc(CN=c2c([N+](=O)[O-])nn(-c3ccc4c(c3)OCCO4)n2O)cc1	-3.8%	-19.4%	1.3%[46.1 µM]	3.5%	0.3	-6.3	1.1	0.2%	-86.9*	?
CCOc1ccc(Nc2nc(Cc3nnc(SCC(=O)c4ccc(C)cc4)o3)cs2)cc1	15.5%	.	1.5%	0.6%	17.7	0.6	-41.2	1.1%	-2.1	-20.1%
CC(C)(C)c1ccc2c(c1)OC(C(=O)N/N=C/c1ccc([N+](=O)[O-])o1)CO2 (configuration not stated)	-7.4%	-3.8%	7.1%	0.0%	14.8	-2.0	13.3	-1.0%	-97.8*	0.3%
COCCNS(=O)(=O)c1ccc2c(c1)C(=NO)c1cc(S(=O)(=O)NCCOC)ccc1-2	-10.7%	-10.1%	-2.2%	0.2%	-11.8	-4.4	-7.3	-2.8%	-17.4	?
COc1ccc(Cl)cc1C(=O)NNC(=O)c1cccc([N+](=O)[O-])c1	-23.3%	2.8%	0.5%	1.7%	-7.1	4.2	-5.8	2.0%	0.1	-5.9%
CC1CCN(S(=O)(=O)c2ccc3c(c2)c(=O)c(C(=O)NCc2cccs2)cn3C)CC1	-0.4%	-5.6%	0.9%	-4.0%	-10.0	-0.3	-4.3	.	4.9	1.1%
COc1ccccc1N1CCN(C(=O)CCCNC(=O)Cn2cnc3sc(C)c(C)c3c2=O)CC1	0.8%	-3.0%	4.0%	1.5%	-4.2	0.2	-7.4	-3.8%	-2.3	-14.7%
O=C(O)CCN1C(=O)c2ccccc2Sc2ncccc21	0.8%	11.8%	0.4%	3.6%	-2.1	2.5	-6.7	9.1%	10.1	-3.8%
CC(=O)Nc1ccc(S(=O)(=O)N2CCCN(c3nc(C)cc(C)c3C#N)CC2)cc1	2.2%	4.6%	-1.4%	0.3%	-8.7	.	-14.1	-6.1%	6.5	0.9%
COc1ccc(/C(N)=N/OC(=O)CSc2ccc(C)cc2)cc1	0.0%	.	-0.2%	1.2%	-2.9	-2.0	-19.3	0.0%	-4.0	-2.6%
Cc1ccc(N(CC(=O)NCc2ccc(Cl)cc2)S(C)(=O)=O)cc1	5.2%	-7.1%	-0.4%	-2.2%	3.9	-0.2	2.9	-0.1%	-22.8	-4.9%
CCOC(=O)C(=O)c1c(-c2ccc(C)cc2)nc2ccccn12	2.6%	-2.2%	1.6%	0.1%	-6.0	-2.9	14.2	14.5%	7.1	-3.1%
CNC(=S)N1N=C(c2ccc(OC)cc2)CC1c1ccccc1Cl (configuration not stated)	-0.7%	-30.8%	7.6%	-8.9%	-7.0	2.4	1.0	-2.0%	2.6	-1.8%
CC[C@@]12C(=O)N(c3cccc(Cl)c3)C(=O)N1[C@H](c1ccc(Br)cc1)[C@@H]1C(=O)N(C(C)(C)C)C(=O)[C@@H]12	.	-0.4%	0.0%	-0.8%	-6.5	.	-11.9	.	0.8	14.4%
O=C(COC(=O)Cc1ccc(Cl)cc1)Nc1cc(S(=O)(=O)N2CCOCC2)ccc1N1CCCC1	-2.7%	-1.5%	-2.6%[46.1 µM]	4.9%	3.2	2.6	7.3	3.2%	-5.5	-0.6%
Cc1nnc(SCC(=O)NC2CCCC(C)C2C)n1N (configuration not stated)	.	17.1%	9.1%[46.1 µM]	-5.9%	0.5	.	33.3	.	7.4	-6.2%
CCN(CC(=O)Nc1ccc(NC(C)=O)cc1)C(=O)c1ccccc1SCc1c(C)noc1C	.	2.6%	0.6%	11.2%	-10.9	.	-4.0	.	-1.8	-0.3%
O=C(COc1ccccc1[N+](=O)[O-])NCCCN1CCCC1=O	.	9.3%	-5.2%	17.9%	-15.4	.	-1.6	.	-8.2	0.0%
